CD40 NFkB inh: CD40 pathway inhibition in BL2 cells. BL2 NF-kB luciferase reporter, CD40L-induced, 4 h. inhibition, % at 10 µM. 0.94% of 83,000 active. AID 1053188;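 active means mean inhibition of at least 50% with a set share of replicates also reaching that level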;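 further: 0% = neutral control wells and 100% = IKK inhibitor VII at 50 µM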
Active calls of the source: *; [ ] = remark or other dose. These rows are one share of the data. The share of hits here may be higher or lower than overall.

Start of the data: the first 3 entries, ahead of the listing:
No. | CD40 NFkB inh | SMILES
1 | -5[25 µM] | C[C@H]1CN([C@@H](C)CO)C(=O)c2cc(N(C)C)ccc2O[C@H]1CN(C)Cc1ccc(Oc2ccccc2)cc1
2 | -11 | O=C1NC(=S)SC1=Cc1ccc2c(c1)OCO2
3 | -14 | CCCC(=O)OCC(=O)Nc1ccc2c(c1)OCO2

All compounds of this part (from the top)
No. | CD40 NFkB inh | SMILES
1 | -5[25 µM] | C[C@H]1CN([C@@H](C)CO)C(=O)c2cc(N(C)C)ccc2O[C@H]1CN(C)Cc1ccc(Oc2ccccc2)cc1
2 | -11 | O=C1NC(=S)SC1=Cc1ccc2c(c1)OCO2
3 | -14 | CCCC(=O)OCC(=O)Nc1ccc2c(c1)OCO2
4 | 5 | COc1cc(Cl)cc(C#N)c1OCC(=O)O
5 | 6 | CCCCNC(=O)CN(c1ccc(Cl)c(Cl)c1)S(C)(=O)=O
6 | 13[25 µM] | O=S(=O)(c1cccs1)N1CCCCN2[C@@H](CO)[C@@H](c3ccc(Br)cc3)[C@@H]2C1
7 | -3 | CC(C)/C(=N\NC(=O)Nc1ccccc1)c1ccccc1
8 | 4 | CCOC(=O)C1(Cc2cccc(OC)c2)CCN(C(C)CC(C)(C)O)CC1 (stereo unspecified)
9 | 24 | O=C1c2ccccc2C(O)(c2ccccc2)N1CCc1ccccc1 (stereo unspecified)
10 | -8 | CCC1CCC(c2nnc(-c3ccc([N+](=O)[O-])cc3)o2)CC1 (stereo unspecified)
11 | 0[25 µM] | CCN(C[C@@H]1[C@@H](c2ccccc2)[C@@H](CO)N1CC1CC1)C(=O)c1ccccc1F
12 | -40 | CN(C(=O)CSc1nnc(-c2ccccc2F)o1)c1ccccc1
13 | 9 | COc1ccc(-c2csc(NC(=O)c3cccs3)c2C(=O)O)cc1OC
14 | -100 | CC(=O)c1ccc(OCc2cc(C(=O)NC3CCCCC3)no2)cc1
15 | -12[25 µM] | COc1ccc2c3c([nH]c2c1)[C@@H](CO)N(C(=O)NC(C)C)CC31CCN(C(=O)C2CCCCC2)CC1
16 | -75 | CCOC(=O)Cn1cnc2c(sc3nc(C)cc(C)c32)c1=O
17 | 4 | Cc1ccc(S(=O)(=O)NC(=NC(C)C)c2ccccc2)cc1
18 | 13 | O=[N+]([O-])c1cccc(S(=O)(=O)Nc2ccc(-c3ccc(N4CCOCC4)nn3)cc2)c1
19 | 9 | O=C(c1ccc(NS(=O)(=O)c2cccc3cccnc23)cc1)N1CCCCC1
20 | 4 | COc1ccc(C(C)=O)cc1COC(=O)CCNS(=O)(=O)c1ccc(C)c(C)c1
21 | 9 | COc1cc(CNC2CCCCCCC2)ccc1OCC(N)=O
22 | -9 | Nc1nc(-c2ccccc2Cl)cs1
23 | -13 | COc1ccc(CCNC(=O)c2cn3ccc(C)cc3n2)cc1OC
24 | -14 | CCOC(=O)c1oc2ccccc2c1COC(=O)CNC(=O)c1ccccc1OC
25 | -5 | Cc1ccc(S(=O)(=O)N2CCOCC2)cc1C(=O)OCC(=O)c1ccc[nH]1
26 | -11 | CC1CCCC(C)N1C(=O)c1ccc(S(=O)(=O)N2CCCC2)cc1 (stereo unspecified)
27 | -8 | O=C(Nc1ccccc1)OC1C2CCC1C(N1CCCCC1)CC2 (stereo unspecified)
28 | 0 | O=C(C[C@@H]1C[C@@H]2c3cc(NC(=O)Nc4ccccc4F)ccc3O[C@@H]2[C@@H](CO)O1)NC1CCCC1
29 | 17 | CCC1CCCCN1CCCNC(=O)Cn1nc(C)n2nc(-c3ccccc3)cc2c1=O (stereo unspecified)
30 | 13 | CC(=O)c1ccc(OC(=O)CCNC(=O)c2ccccc2)cc1
31 | 75*[25 µM] | Cc1noc(C)c1S(=O)(=O)Nc1ccc2c(c1)C(=O)N([C@H](C)CO)C[C@@H](C)[C@H](CN(C)C(=O)Nc1cccc3ccccc13)OCCCC[C@@H](C)O2
32 | -7[25 µM] | CN(C)C(=O)[C@H]1[C@H](CO)[C@H]2Cn3c(ccc(C4=CCCC4)c3=O)[C@@H]1N2Cc1cccnc1
33 | -9[25 µM] | CCS(=O)(=O)N1CCC2(CC1)CN[C@@H](CO)c1c2c2ccc(OC)cc2n1C
34 | 3[25 µM] | C[C@H](CO)N1C[C@H](C)[C@H](CN(C)C(=O)Nc2cccc(F)c2)Oc2cc(C#CC3(O)CCCC3)ccc2S1(=O)=O
35 | -23 | CC(=O)c1c(C)[nH]c(C(=O)NCCc2c[nH]c3ccccc23)c1C
36 | 8 | CCn1c(C)c(C)c2cc(C(=O)NCCCN3CCOCC3)ccc21
37 | -3 | COc1ccc(OCC(=O)N2c3ccccc3CC2C)c([N+](=O)[O-])c1 (stereo unspecified)
38 | -4[25 µM] | O=C(C[C@H]1C[C@H]2c3cc(NC(=O)Nc4ccccc4F)ccc3O[C@H]2[C@@H](CO)O1)NCCc1ccccc1
39 | 8 | Cc1cc(Nc2ccccc2)n(CCC#N)n1
40 | 4 | CCOCCCNC(=O)Cc1ccc(Br)cc1
41 | 2 | CC(=O)c1cccc(NS(=O)(=O)N(C)C)c1
42 | 5 | O=S(=O)(c1ccccc1)c1nc(-c2cccs2)oc1NCC1CCCO1 (stereo unspecified)
43 | 5 | CCC/S(C)=N/S(=O)(=O)c1ccc(C)cc1 (stereo unspecified)
44 | 6 | COc1cc(OC)c2cc[nH]c2c1
45 | 5 | Cc1cnc(C)c(N2CCN(Cc3nc(-c4cccc(F)c4F)oc3C)CC2)n1
46 | 5 | O=C(COc1ccccc1)N1CCN(c2ccc([N+](=O)[O-])c(N3CCCCC3)c2)CC1
47 | 5[25 µM] | CC(C)C[C@H]1COCc2cn(nn2)CC[C@@H](Cc2ccc(Cl)cc2)C(=O)N1
48 | 1[25 µM] | COCC(=O)N1C[C@H](C)[C@H](OC)CN(C)C(=O)c2ccc(NC(=O)Nc3cccc(F)c3)cc2OC[C@@H]1C
49 | 0 | CN(C(=O)n1cnc2ccccc21)c1ccccc1
50 | 3 | O=C(O)COc1ccccc1C=NNc1ccc([N+](=O)[O-])cc1S(=O)(=O)Nc1ccc(Cl)cc1
51 | 12 | Cn1c(N)c(C(=O)COC(=O)CCCc2nc3ccccc3s2)c(=O)n(C)c1=O
52 | 7 | O=S(=O)(Nc1ccc(Cl)nn1)c1ccccc1
53 | -5[25 µM] | COc1ccc(S(=O)(=O)Nc2ccc3c(c2)[C@@H]2C[C@H](CC(=O)N(C)C)O[C@@H](CO)[C@@H]2O3)cc1
54 | -2[25 µM] | CCC(=O)N1CC2(C1)[C@H](c1ccccc1)[C@H](CO)N2CC1CC1
55 | 0 | O=C(CN1C(=O)COc2ccc(Cl)cc21)N1CCc2ccccc21
56 | 6 | CC1(C)CC2CC(C)(CN2S(=O)(=O)c2cccc(C(=O)OCC(N)=O)c2)C1 (stereo unspecified)
57 | -8 | Cc1c(C(=O)Nc2ccc(Cl)cc2)c2ccccn2c1C(=O)c1ccccc1
58 | 3 | O=C1Nc2ccccc2CCc2ccccc21
59 | 12 | Cc1cc(S(=O)(=O)NCCc2ccccc2)c(C)s1
60 | 0 | Cc1ccc(-c2csc(C(C#N)=C(O)CN3CCN(C(=O)c4ccco4)CC3)n2)cc1

Given as a markdown table: entries from further up
| no. | SMILES | CD40 NFkB inh |
| --- | --- | --- |
| 56 | CC1(C)CC2CC(C)(CN2S(=O)(=O)c2cccc(C(=O)OCC(N)=O)c2)C1 (stereo unspecified) | 6 |
| 40 | CCOCCCNC(=O)Cc1ccc(Br)cc1 | 4 |
| 32 | CN(C)C(=O)[C@H]1[C@H](CO)[C@H]2Cn3c(ccc(C4=CCCC4)c3=O)[C@@H]1N2Cc1cccnc1 | -7[25 µM] |
| 51 | Cn1c(N)c(C(=O)COC(=O)CCCc2nc3ccccc3s2)c(=O)n(C)c1=O | 12 |
| 37 | COc1ccc(OCC(=O)N2c3ccccc3CC2C)c([N+](=O)[O-])c1 (stereo unspecified) | -3 |
| 59 | Cc1cc(S(=O)(=O)NCCc2ccccc2)c(C)s1 | 12 |
| 52 | O=S(=O)(Nc1ccc(Cl)nn1)c1ccccc1 | 7 |

Gathered by group: those above with a Cl atom (8)
No. | CD40 NFkB inh | SMILES
4 | 5 | COc1cc(Cl)cc(C#N)c1OCC(=O)O
5 | 6 | CCCCNC(=O)CN(c1ccc(Cl)c(Cl)c1)S(C)(=O)=O
22 | -9 | Nc1nc(-c2ccccc2Cl)cs1
47 | 5[25 µM] | CC(C)C[C@H]1COCc2cn(nn2)CC[C@@H](Cc2ccc(Cl)cc2)C(=O)N1
50 | 3 | O=C(O)COc1ccccc1C=NNc1ccc([N+](=O)[O-])cc1S(=O)(=O)Nc1ccc(Cl)cc1
52 | 7 | O=S(=O)(Nc1ccc(Cl)nn1)c1ccccc1
55 | 0 | O=C(CN1C(=O)COc2ccc(Cl)cc21)N1CCc2ccccc21
57 | -8 | Cc1c(C(=O)Nc2ccc(Cl)cc2)c2ccccn2c1C(=O)c1ccccc1

(listing goes on)
No. | CD40 NFkB inh | SMILES
61 | -12[25 µM] | C[C@H](CO)N1C[C@H](C)[C@H](CN(C)C(=O)NC2CCCCC2)Oc2ncc(-c3cccc(F)c3)cc2C1=O
62 | -18 | Cc1cc(C(=O)OCC(=O)c2ccc(Br)s2)c(C)o1
63 | -6 | C[C@H]1CN([C@@H](C)CO)C(=O)c2ccccc2-c2ccccc2CO[C@H]1CN(C)C(=O)Nc1ccccc1
64 | -74 | O=C(COC(=O)c1ccccc1Br)NCC1CCCCC1
65 | 9[25 µM] | O=C(C1CCOCC1)N1CC2(C1)[C@H](c1ccccc1)[C@H](CO)N2Cc1ccccc1F
66 | 5 | Cn1c(=O)n(CC(=O)NCC2CCCO2)c(=O)c2c3c(sc21)COC(C)(C)C3 (stereo unspecified)
67 | -13 | CC(OC(=O)CCCN=C1NS(=O)(=O)c2ccccc21)C(=O)Nc1ccc(F)cc1Cl (stereo unspecified)
68 | -2[25 µM] | CO[C@H]1CC[C@@H]2CCN(C)C(=O)[C@@H](C)CN(C)C(=O)c3cc(C#N)ccc3OC[C@H]1O2
69 | -5[25 µM] | C[C@H]1CN([C@@H](C)CO)C(=O)CCCn2cc(nn2)CO[C@H]1CN(C)C(=O)c1ccc2ccn(C)c2c1
70 | 0 | Cc1cccc(NC(=O)CN2C(=O)S/C(=C\c3ccccn3)C2=O)c1
71 | 5 | O=C(c1ccc(S(=O)(=O)N2CCCCC2)cc1)N1CCCc2ccccc21
72 | -9 | Cc1ccc(NCCc2ccc(C)nc2)cc1
73 | -15 | Cc1cc(C)nc(-n2nc(C)cc2NC(=O)CN2CCCC2)n1
74 | -82 | O=C(Oc1ccccc1)c1ccc(NC(=O)c2ccco2)cc1
75 | -35 | O=C(c1noc2c1CCCC2)N1CCN(Cc2ccccc2)CC1
76 | 14[25 µM] | CCCNC(=O)N1[C@H](CO)[C@H](c2ccc(-c3ccccc3)cc2)[C@@H]1CNC(C)=O
77 | 2 | COCCn1c(SCC(=O)NCCCN2CCCC2=O)nc2ccccc2c1=O
78 | -50 | O=C(OCC(=O)C12CC3CC(CC(C3)C1)C2)c1ccc(CO)cc1
79 | 3[25 µM] | CC(=O)N1[C@@H]2c3ccc(C4=CCCC4)c(=O)n3C[C@H]1[C@H](CO)[C@H]2C(=O)NCC1CC1
80 | -3 | O=S(=O)(Nc1ncccn1)c1ccc(NS(=O)(=O)c2cccc(Cl)c2Cl)cc1
81 | -1 | C[C@H]1CN(C)C(=O)c2cccc(NS(C)(=O)=O)c2O[C@H]1CN(C)S(C)(=O)=O
82 | 0[25 µM] | C[C@H](CO)N1C[C@H](C)[C@H](CN(C)C(=O)Nc2ccc(F)cc2)Oc2c(NS(=O)(=O)c3cn(C)cn3)cccc2C1=O
83 | 4 | CCOC(=O)c1[nH]c2ccccc2c1NC(=O)CN(C)C
84 | -5 | O=C(CNC(=O)c1ccc2c(c1)OCO2)NCCOc1ccc(Cl)cc1
85 | 18 | O=C(COC(=O)CCc1c[nH]c2ccccc12)Nc1ccccc1C(F)(F)F
86 | 5 | COc1ccccc1C(=O)NN=C1CCN(Cc2ccccc2)CC1
87 | -9 | C/C=C/c1ccc2c(c1)[C@H]1[C@H](CCN1C(=O)C1CC1)[C@@H](CO)N2
88 | -3[25 µM] | CNC(=O)C[C@H]1CC[C@@H]2[C@@H](COc3ccc(NS(=O)(=O)c4ccc(F)cc4)cc3C(=O)N2C)O1
89 | 14 | CCCN1Cc2cccc(C(=O)NC3CCCC3)c2C1=O
90 | 6 | CCOC(=O)Cn1c(N2CCCCCC2)nc2c1c(=O)[nH]c(=O)n2C
91 | -79 | Cc1ccc(CCC(=O)Nc2ccccc2F)s1
92 | 5 | O=C(C[C@H]1C[C@H]2c3cc(NC(=O)NC4CCCCC4)ccc3O[C@H]2[C@@H](CO)O1)NC1CCCCC1
93 | -6[25 µM] | N#C/C(=C/c1ccc(O)c(O)c1)C(=O)NCc1ccccc1
94 | 9 | COc1ccc(CCNC(=O)C2CCN(C(=O)c3ccccc3)CC2)cc1
95 | -2 | CC(C)NC(=O)N(C)C[C@@H]1OCCCC[C@@H](C)Oc2ccc(NC(=O)NC3CCCCC3)cc2C(=O)N([C@H](C)CO)C[C@@H]1C
96 | 39 | O=C(C1CCCC1)N1CC(=O)N2[C@H](CO)[C@@H](c3ccc(C#CCc4ccccc4)cc3)[C@@H]2C1

Random excerpt: two records from the list, in no set order.
No. | CD40 NFkB inh | SMILES
91 | -79 | Cc1ccc(CCC(=O)Nc2ccccc2F)s1
95 | -2 | CC(C)NC(=O)N(C)C[C@@H]1OCCCC[C@@H](C)Oc2ccc(NC(=O)NC3CCCCC3)cc2C(=O)N([C@H](C)CO)C[C@@H]1C

Compound activity from PubChem BioAssay.
